HKDC1 inhibitor: HKDC1 (human) hexokinase inhibition. Q2TB90. recombinant HKDC1, G6PDH/diaphorase resazurin coupled fluorescence. inhibition, % at 20 µM. 340,000 tested, 0.16% active;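 active = inhibition above about 35% when tested at 20 µM, limit read from the data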;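 note: plate controls were DMSO wells with enzyme for no effect and DMSO wells lacking enzyme for full effect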
Target sequence (Q2TB90 whole entry, looked up): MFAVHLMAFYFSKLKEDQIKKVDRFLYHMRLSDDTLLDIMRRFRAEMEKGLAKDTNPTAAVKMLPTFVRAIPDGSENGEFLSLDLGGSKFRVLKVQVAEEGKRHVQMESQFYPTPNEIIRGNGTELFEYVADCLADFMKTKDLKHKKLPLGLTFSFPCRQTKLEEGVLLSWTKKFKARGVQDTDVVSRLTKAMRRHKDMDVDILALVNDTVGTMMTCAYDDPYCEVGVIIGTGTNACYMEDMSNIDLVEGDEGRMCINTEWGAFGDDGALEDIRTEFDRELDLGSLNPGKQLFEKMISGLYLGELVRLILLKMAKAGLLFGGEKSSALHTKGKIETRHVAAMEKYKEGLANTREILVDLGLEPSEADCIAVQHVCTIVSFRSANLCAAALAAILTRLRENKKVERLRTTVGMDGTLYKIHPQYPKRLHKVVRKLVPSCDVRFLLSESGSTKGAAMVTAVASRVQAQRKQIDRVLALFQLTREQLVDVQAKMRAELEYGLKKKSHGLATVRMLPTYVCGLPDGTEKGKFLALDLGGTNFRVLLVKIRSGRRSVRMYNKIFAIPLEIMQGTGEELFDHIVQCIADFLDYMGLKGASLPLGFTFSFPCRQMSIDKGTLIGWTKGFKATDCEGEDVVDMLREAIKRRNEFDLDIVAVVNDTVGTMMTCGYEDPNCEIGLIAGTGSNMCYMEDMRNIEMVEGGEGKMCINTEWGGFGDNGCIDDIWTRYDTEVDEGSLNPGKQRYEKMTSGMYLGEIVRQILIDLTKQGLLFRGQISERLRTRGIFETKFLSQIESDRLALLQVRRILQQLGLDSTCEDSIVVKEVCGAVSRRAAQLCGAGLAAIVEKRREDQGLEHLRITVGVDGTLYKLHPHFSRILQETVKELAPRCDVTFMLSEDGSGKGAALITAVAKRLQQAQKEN
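Test system: recombinant HKDC1 (HK5) hexokinase enzyme, produced in-house / Doses: 20 µM test compound, 1% DMSO / Timing: 90 min, room temperature / Detection: G6PDH/diaphorase-coupled fluorescence, 1 mM NADP, 100 µM resazurin, 525/613 nm / Control set: DMSO wells with and without enzyme mix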
NLRP3 yeast inh: blocks the NALP3 inflammasome reconstituted in yeast; Yeast reconstituted NLRP3/ASC/caspase-1, beta-gal luminescence, 24 h; inhibition, % at 10 µM; 330,000 tested, 0.39% active; AID 2825;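 active = inhibition of 50% or more; inactive = inhibition below 50%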;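 note: plate controls were induced DMSO wells for no effect and uninduced yeast grown without galactose for full effect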
SENP6 inh: SENP6 protease inhibition; 330,000 tested, 1.8% active; inhibition, % at 10 µM; AID 2599; Recombinant SENP6 catalytic domain, aminoluciferin luminescence; Q9GZR1;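 active = inhibition above about 50% at the single tested dose, limit read from the data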;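 note: plate controls were DMSO wells with enzyme for no effect and DMSO wells lacking enzyme for full effect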
SENP8 block-1: SENP8 (human) protease inhibition; Q96LD8; inhibition, % at 20 µM; recombinant SENP8, Nedd8 substrate fluorescence; AID 602440; 360,000 tested, 0.64% active; in the data active = inhibition mostly above about 40%, no sharp cut-off; inactive = mostly below about 27%
Apaf1 inhib: blocks human Apaf-1 apoptosome activity; AID 489030; 330,000 tested, 0.71% active; inhibition, % at 20 µM; O14727; reconstituted apoptosome caspase-3 activity, DEVD-Rh110 fluorescence; active = inhibition of at least 40% at 20 µM;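 note: plate controls were DMSO wells for no effect and DEVD-CHO caspase inhibitor wells for full effect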
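Material: cell-free apoptosome with Apaf-1, procaspase-3 and caspase-9; Buffer or medium: Hepes pH 7.5 with detergent and BSA; Reagent: cytochrome c trigger plus (Z-DEVD)2-Rh110 caspase-3 substrate; Times: compound with Apaf-1, dATP, procaspase-3 30 min, then 50 min reaction, room temperature; Technique: Rh110 fluorescence intensity.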
PfG6PD inh: PfG6PD (Plasmodium falciparum) enzyme inhibition; PfGluPho enzyme, NADPH resazurin-diaphorase fluorescence; inhibition, % at 20 µM; 350,000 tested, 0.78% active; AID 504690;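 active = inhibition reaching at least a set limit at 20 µM in the primary screen, cut at about 59% in these data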;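 note: 0% = DMSO wells with substrate and 100% = DMSO wells lacking glucose-6-phosphate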
SENP8 block-2: blocks the human protease SENP8; Q96LD8; purified SENP8, Z-RLRGG-aminoluciferin cleavage, luminescence; inhibition, % at 10 µM; 330,000 tested, 1.2% active; AID 2540; in the data active = inhibition above about 50%
SENP1 inh: inhibitors of human SENP1 SUMO protease catalytic domain; Q9P0U3; recombinant SENP1 catalytic domain, CyPet-SUMO1-YPet FRET cleavage; inhibition, % at 10 µM; 360,000 tested, 0.21% active; AID 624204;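 active = inhibition at least 30% at 10 µM, raw YFP signal under a set limit, fluorescence ratio 0.5 to 1.5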;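 note: 0% = enzyme with DMSO and 100% = no enzyme wells; some results filed as inactive read as strong as hits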
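material = recombinant human SENP1 catalytic domain, His6-tagged | quantity = 20 pM enzyme | reagent = 25 nM SUMO1 FRET substrate | compound dosing = 10 µM single point, 0.5% DMSO | timing = 50 min enzyme reaction, room temperature, light-protected | detection = FRET, CFP and YFP emission | control set = no-enzyme low, enzyme-DMSO high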
SENP7 inh: blocks the human protease SENP7 | 330,000 tested, 1.5% active | recombinant SENP7, Z-RLRGG-aminoluciferin luminescence, 40 min | Q9BQF6 | inhibition, % at 5 µM;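 active = inhibition above about 50% at the single test dose, limit read from the data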;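 note: plate controls were DMSO with enzyme for no effect and no enzyme buffer wells for full effect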
* marks the source's active call; other numbers are inactive results; . = no result given.

SMILES | HKDC1 inhibitor | NLRP3 yeast inh | SENP6 inh | SENP8 block-1 | Apaf1 inhib | PfG6PD inh | SENP8 block-2 | SENP1 inh | SENP7 inh
Cc1[nH]nc2c1C(C(C)C)C(C#N)=C(N)O2 (stereo not drawn) | 5 | 7 | -23 | 12 | 7 | 0 | -4 | 0 | -4
Cc1ccc(NC(=O)c2cc(S(=O)(=O)N3CCCC3)cn2C)cc1 | -6 | 15 | -4 | 4 | 1 | 8 | 6 | -4 | -3
Cc1ccc(C(=O)Nc2ccccc2N2CCN(C(=O)C(C)C)CC2)cc1C | 0 | 9 | 7 | 9 | 13 | 7 | 5 | 2 | 0
Cc1cc(C)c(C(=O)COC(=O)CNC(=O)c2ccccc2C)c(C)c1 | -2 | 11 | -10 | 5 | 10 | 1 | -6 | 1 | 7
O=C(OC1CCCC1)c1ccc(Cl)cc1Cl | -2 | . | . | 12 | . | -13 | . | 1 | .
CCC(C)NC(=O)CN(c1cc(Cl)cc(Cl)c1)S(C)(=O)=O (stereo not drawn) | 8 | -4 | 4 | 7 | 3 | -14 | -10 | -3 | -9
Cc1ccccc1OCCC(=O)OCC(=O)NC(C)c1ccccc1 (stereo not drawn) | -7 | -5 | -17 | 17 | 4 | 0 | 0 | 5 | 0
CC(=O)c1c(C)[nH]c(C(=O)OCC(=O)N2c3ccccc3NC(=O)C2(C)C)c1C | -10 | 14 | -4 | 19 | -9 | -5 | -14 | 3 | 3
CC(=O)Nc1ccc(OCC(=O)NCc2ccc3c(c2)OCO3)cc1 | -3 | 2 | 4 | 8 | -7 | -3 | -4 | 2 | -10
COc1ccc(OC)c(NC(=O)CSc2nnc(CNC(=O)c3cc(OC)c(OC)c(OC)c3)o2)c1 | -2 | 1 | 3 | 15 | -1 | -2 | -4 | 1 | 1
COc1ccc(CN2C(=NC(=O)C3CCCO3)SC3CS(=O)(=O)CC32)cc1OC (stereo not drawn) | 1 | 15 | 16 | 9 | 10 | -17 | 3 | 3 | 11
Cc1noc(C)c1C(=O)Nc1cccc(S(=O)(=O)N2CCCCC2)c1 | -2 | 13 | -16 | 10 | -7 | -5 | 2 | 1 | -2
Cc1ccc(NC(=O)CN(C)C(=O)c2ccc(C(F)(F)F)cc2)cc1 | -2 | 9 | 1 | 11 | 10 | 16 | 3 | 0 | 2
CCc1ccccc1N(CC(=O)N1CCN(c2ccccc2)CC1)S(C)(=O)=O | 0 | -6 | 13 | 0 | 8 | 4 | 5 | 0 | 4
COc1cccc(NC(=O)CSc2nc(C3CC3)nc3ccccc23)c1 | 3 | 37 | -10 | 13 | 2 | 9 | 14 | -1 | 3
Oc1ccc(Cl)cc1CNCc1ccc(C(F)(F)F)cc1 | -1 | 20 | -18 | 13 | 16 | 4 | 2 | 2 | 5
CCCOc1cccc(C(=O)Nc2cccc3ncccc23)c1 | 1 | 18 | 10 | 8 | -11 | 1 | -3 | 1 | -2
COc1ccc(NC(=O)COc2nc3ccccc3nc2N2CCOCC2)c(OC)c1 | -12 | 16 | 2 | -26 | -3 | 8 | -3 | 1 | 0
CCOc1ccc2nc(Cl)c(CN(C(C)=O)C3CCCCC3)cc2c1 | -5 | 2 | -2 | 0 | 3 | -4 | -15 | 1 | -8
CCn1c(CCNC(=O)c2ccc(Cl)c(Cl)c2)nnc1SCCOc1ccc(OC)cc1 | 9 | 17 | 11 | 5 | 15 | 5 | 7 | 1 | 0

A section from further up:
SMILES | HKDC1 inhibitor | NLRP3 yeast inh | SENP6 inh | SENP8 block-1 | Apaf1 inhib | PfG6PD inh | SENP8 block-2 | SENP1 inh | SENP7 inh
Cc1[nH]nc2c1C(C(C)C)C(C#N)=C(N)O2 (stereo not drawn) | 5 | 7 | -23 | 12 | 7 | 0 | -4 | 0 | -4
Cc1ccc(NC(=O)c2cc(S(=O)(=O)N3CCCC3)cn2C)cc1 | -6 | 15 | -4 | 4 | 1 | 8 | 6 | -4 | -3
Cc1ccc(C(=O)Nc2ccccc2N2CCN(C(=O)C(C)C)CC2)cc1C | 0 | 9 | 7 | 9 | 13 | 7 | 5 | 2 | 0
Cc1cc(C)c(C(=O)COC(=O)CNC(=O)c2ccccc2C)c(C)c1 | -2 | 11 | -10 | 5 | 10 | 1 | -6 | 1 | 7
O=C(OC1CCCC1)c1ccc(Cl)cc1Cl | -2 | . | . | 12 | . | -13 | . | 1 | .
CCC(C)NC(=O)CN(c1cc(Cl)cc(Cl)c1)S(C)(=O)=O (stereo not drawn) | 8 | -4 | 4 | 7 | 3 | -14 | -10 | -3 | -9
Cc1ccccc1OCCC(=O)OCC(=O)NC(C)c1ccccc1 (stereo not drawn) | -7 | -5 | -17 | 17 | 4 | 0 | 0 | 5 | 0
CC(=O)c1c(C)[nH]c(C(=O)OCC(=O)N2c3ccccc3NC(=O)C2(C)C)c1C | -10 | 14 | -4 | 19 | -9 | -5 | -14 | 3 | 3
CC(=O)Nc1ccc(OCC(=O)NCc2ccc3c(c2)OCO3)cc1 | -3 | 2 | 4 | 8 | -7 | -3 | -4 | 2 | -10
COc1ccc(OC)c(NC(=O)CSc2nnc(CNC(=O)c3cc(OC)c(OC)c(OC)c3)o2)c1 | -2 | 1 | 3 | 15 | -1 | -2 | -4 | 1 | 1

Additional records follow:
SMILES | HKDC1 inhibitor | NLRP3 yeast inh | SENP6 inh | SENP8 block-1 | Apaf1 inhib | PfG6PD inh | SENP8 block-2 | SENP1 inh | SENP7 inh
Cn1cc(CNC(=O)C2CCCCC2)cn1 | 4 | -11 | 3 | 10 | -18 | -2 | 3 | 1 | 3
Cn1cc(CNC(=O)c2cc(COc3ccc4c(c3)CCCC4)on2)cn1 | -3 | 28 | -4 | 10 | 24 | 5 | -2 | 2 | -3
Cc1ccc(NC(=O)COC(=O)c2nn(C)c(=O)c3ccccc23)cc1F | 4 | -2 | 0 | 20 | 0 | -1 | -13 | 3 | -4
COc1ccc(C(=O)NCCn2ccc3ccccc32)cc1 | -6 | 31 | 3 | 3 | 9 | 20 | -3 | -11 | -3
C=CCc1cccc(CNn2cnnc2)c1O | 2 | 2 | 2 | 20 | -8 | -2 | -3 | 1 | -7
Cc1cccc(N=C2NC(=O)CS2)c1C | 8 | 9 | 17 | 8 | -11 | 29 | -3 | -2 | 12
CCC(C)Sc1nc2c(c(=O)n1C)SC(C)C2 (stereo not drawn) | -4 | -28 | 4 | 15 | 1 | 8 | 11 | 1 | 0
COc1ccc(-c2cc(C(F)(F)F)nc(-n3cc(Cl)cn3)n2)cc1 | 1 | 23 | -6 | -330 | 28 | 16 | -10 | 2 | -7
O=C(N/N=C/c1ccc2nccnc2c1)c1ccc(Br)cc1 | 2 | 30 | -3 | -18 | -5 | 13 | 0 | 2 | -3
O=C(NCCCN1CCOCC1)/C(=C/c1cccnc1)NC(=O)c1ccccc1 | 6 | -5 | -13 | 8 | 6 | -17 | -8 | 0 | 2
Fc1cccc(-n2c(-c3cccs3)nc3nc4ccccc4nc32)c1 | . | -6 | -26 | . | 0 | . | -5 | . | -9
Cc1cccc(NC(=O)NCC(c2ccco2)N2CCCCC2)c1 (stereo not drawn) | -11 | 11 | -20 | 15 | 4 | 11 | -8 | 0 | 6
CCn1c(CNc2ccc(Cl)cc2)nnc1SCC#N | 8 | 9 | -13 | 19 | -6 | -4 | -14 | 3 | -2
O=C(NCc1ccccc1)c1nccnc1CO | -4 | 16 | -11 | 6 | -1 | -6 | -2 | 2 | -1
COc1cc(C(C(=O)NC2CCCC2)N(CCO)C(=O)Cn2nnc(-c3ccc(C)o3)n2)ccc1O (stereo not drawn) | -5 | 11 | -13 | 8 | 6 | 5 | -2 | 0 | 8
COc1ccc(NC(=O)c2ccc3c(c2)C(=O)N(Cc2cccnc2)C3=O)cc1 | -5 | 9 | -13 | 17 | -5 | -7 | -12 | 4 | 8
COc1cccc(NC(=O)CN(C)C(=O)c2ccc(COc3ccccc3)cc2)c1 | 3 | 7 | 38 | 8 | 20 | -4 | 14 | 0 | 3
CCCC(c1nnnn1CCOC)N1CCN(c2cccc(OC)c2)CC1 (stereo not drawn) | -1 | . | . | 13 | . | 9 | . | 2 | .
COc1ccccc1C1C2=C(N=C3SCC(=O)N31)c1ccccc1CC2 (stereo not drawn) | 12 | 17 | -4 | -29 | 17 | 22 | 2 | 2 | -4
O=C(NNC(=O)C1CC1c1ccccc1)c1ccccc1F (stereo not drawn) | -5 | 5 | 3 | 8 | -1 | -5 | -1 | 2 | -3
O=C(NCCCN1CCOCC1)c1csc2c1CCCC2 | -7 | 16 | -13 | 5 | -33 | -7 | -2 | 3 | -2
CCN1C(=O)C(=O)N(CC(=O)Nc2cc(C)ccc2C)C1=O | 8 | 6 | -8 | 9 | 18 | 9 | -5 | 0 | -6
COCCN(C(=O)Nc1ccc(OC)cc1OC)C1CCN(C(C)=O)CC1 | -14 | -14 | -20 | 13 | 14 | -5 | -12 | 2 | -3
Cc1nc2c(C)cccc2c2c1COC2 | -5 | 0 | -4 | -15 | -21 | 7 | -4 | 1 | 6
Cc1ccc(OCCn2c(C)c(/C=N/n3cnnc3)c3ccccc32)cc1 | 4 | 1 | -6 | 2 | 12 | 0 | 1 | -3 | 13
CCN1CCc2c(OCC(=O)Nc3ccccc3)cccc2C1=O | -8 | 8 | 1 | 3 | 1 | -2 | 5 | 3 | -11
COc1ccc(C(CNC(=O)CN(C)S(=O)(=O)c2ccc(C)cc2)N2CCCC2)cc1 (stereo not drawn) | -6 | 9 | 10 | 3 | -3 | -6 | 3 | 2 | 9
COc1ccc(C(=O)N2CCN(Cc3ccc(OC)c(OC)c3)CC2)cc1 | -8 | 12 | -19 | 14 | -17 | 6 | 1 | -1 | 6
Cc1ccc(S(=O)(=O)N(CC(=O)Nc2cccc(C)c2C)C(=O)N2CCN(C)CC2)cc1 | -5 | 15 | -3 | -3 | 12 | -5 | 2 | 1 | 1
C[C@@H]1C(NC(=O)c2ccccc2)CC2CC1C2(C)C (stereo partly drawn) | 6 | 27 | -15 | 14 | 6 | -1 | -8 | 0 | -15
COC(=O)CSc1ncc(C#N)c(N)n1 | -2 | 0 | -14 | -25 | -6 | -21 | -12 | -36 | -6
COC(=O)C1=C(NC(=O)C2CCCCC2)CCS1 | -6 | . | . | -47 | . | 9 | . | 1 | .
O=C(O)Cc1sc(-c2ccccc2Cl)nc1-c1ccccc1 | -6 | -7 | -11 | -12 | -11 | -14 | -4 | 1 | 14
O=C(Nc1nncs1)c1ccccc1NS(=O)(=O)c1cccs1 | 5 | 21 | 2 | -420 | 3 | -15 | 0 | -4 | -4

An unsorted share of the library. About 4.1% of those tested had a hit in this group.
